KB-V1 MDR tox: qHTS assay for MDR1-selective chemotherapeutics: Primary screen using the drug-selected MDR subline cells KB-V1. KB-V1 MDR cells viability, CellTiter-Glo, 72 h. Potency, µM (highest dose often 46.1 µM), without a hit: at the highest dose activity change, negative = cytotoxicity, most hits filed as cytotoxic. AID 1347076, 2019. 400,000 compounds, 3.4% hits; further: potency means the concentration at half of the fitted maximal effect; on the % scale 0 is the no-effect control and ±100 the full control effect; nearly all actives have a fitted effect of over 60% in size
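Cytotoxicity via CellTiter-Glo luminescence after 72 h compound exposure at 37 degrees C. Cells: drug-selected KB-V1 line, DMEM phenol-red free plus 10% FBS. Compounds tested at multiple concentrations; normalized data fitted to concentration-effect curves.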
KB-3-1 tox: qHTS assay for MDR1-selective chemotherapeutics: Primary screen using the parental adenocarcinoma cell KB-3-1; KB-3-1 viability, CellTiter-Glo ATP luminescence, 72 h; Potency, µM (series often up to 46.1 µM), without a hit: at the top dose activity change, negative = cytotoxic, actives largely listed as cytotoxic; 400,000 compounds, 1.4% hits; AID 1347075, 2019; further: potency means the concentration at half of the fitted maximal effect; on the % scale 0 is the no-effect control and ±100 the full control effect; nearly all actives have a fitted effect of over 60% in size
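Using CellTiter-Glo luminescence, growth of non-resistant KB-3-1 adenocarcinoma cells is assessed 72 h after pin-tool compound addition at 37 °C. Normalized responses across the concentration series yield fitted curves.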
ATXN2 expr inh: Primary qHTS for Inhibitors of ATXN expression; AID 1745845, 2022; 360,000 compounds, 0.72% hits; Potency, µM (series often up to 57 µM), inactives show at the top dose activity change, negative = inhibition, most hits filed as inhibitors; HEK-293 ATXN2-luciferase reporter, luminescence, 24 h; further: potency means the concentration at half of the fitted maximal effect; on the % scale 0 is the no-effect control and ±100 the full control effect; nearly all actives have a fitted effect of over 55% in size
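qHTS (up to 57 uM final) was run with 24 h compound exposure of reporter cells at 37 °C. Each well was multiplexed: SteadyGlo luminescence measured ATXN2-luciferase expression after a fluorogenic Gly-Phe-AFC viability readout (25 uM final).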
S2 tox: Viability Counterscreen for Primary qHTS for Inhibitors of ATXN expression; AID 651635, 2014; Potency, µM (top dose mostly 56.7 µM), actives largely listed as cytotoxic; S2 cells (HEK-293 line with an ATXN2-luciferase reporter) viability, CellTiter-Fluor protease fluorescence, 24 h; 400,000 compounds, 0.49% hits; further: potency means the concentration at half of the fitted maximal effect; nearly all actives have a fitted effect of over 40% in size
HT1080-NT tox: qHTS for induction of synthetic lethality in tumor cells producing 2HG: qHTS for the HT-1080-NT fibrosarcoma cell line. HT-1080-NT fibrosarcoma viability, CellTiter-Glo ATP luminescence, 48 h. Potency, µM (series often up to 46.1 µM), inactives show top-dose activity, negative = less viability, actives largely listed as cytotoxic. 360,000 compounds, 1.6% hits;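 further: NT is the 2HG producing partner of a matched IDH1 knockdown line; potency means the concentration at half of the fitted maximal effect; 0% = DMSO-treated cells and -100% = media-only wells without cells; nearly all actives have a fitted effect of over 55% in size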
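750 cells/well, RPMI + 5% FBS; 2 h settle, compound pin-transfer, 48 h at 37 degrees C. CellTiter-Glo 10 min RT, luminescence. Normalized to DMSO and media-only wells.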
IL1B secr inh: qHTS for Inhibitors of Inflammasome Signaling: IL-1-beta AlphaLISA Primary Screen. THP-1 LPS/ATP IL-1B secretion, AlphaLISA, 16 h; stronger effect = lower value. activity change, % at 57.5 µM. 360,000 compounds, 4.7% hits. AID 743279, 2014; in the data active means activity change below about -50%; inconclusive means mostly about -30% to -49%; further: on the % scale 0 is the no-effect control and ±100 the full control effect
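THP-1 cells pretreated 1 hr with compounds (up to 57.5 uM final), then stimulated with LPS (250 ng/mL final) plus ATP (1.25 mM final); secreted IL-1B measured by AlphaLISA after 16 hr, decreased signal indicating inhibition.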
MCF10A rereplic: A quantitative high throughput screen for small molecules that induce DNA re-replication in MCF 10a normal breast cells. 350,000 compounds, 2.9% hits. Potency, µM (titrated, usually from 46.1 µM), for the others: top-dose activity, positive = re-replication, most hits filed as activators. AID 624296, 2012. MCF 10A DNA re-replication, Hoechst nuclear intensity, 48 h; further: potency means the concentration at half of the fitted maximal effect; % of control where 0% means no effect; nearly all actives have a fitted effect of over 50% in size
SW480 rerep: A quantitative high throughput screen for small molecules that induce DNA re-replication in SW480 colon adenocarcinoma cells; SW480 DNA re-replication, Hoechst DNA content imaging, 48 h; Potency, µM (doses to about 46.1 µM), for inactives: top-dose re-replication activation, most hits filed as activators; 340,000 compounds, 1.8% hits; further: potency means the concentration at half of the fitted maximal effect; % of control where 0% means no effect; nearly all actives have a fitted effect of over 55% in size
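250 cells/well; 23 nL cpd via pin tool; 48 hr, 37 C, 5% CO2; Hoechst 40 min; imager read of total nuclear intensity, ex 405/em 500-530 nm.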
HT1080 IDH1KD tx: qHTS for induction of synthetic lethality in tumor cells producing 2HG: qHTS for the HT-1080-IDH1KD cell line; HT-1080 IDH1 knockdown viability, ATP luminescence, 48 h; 360,000 compounds, 2% hits; Potency, µM (doses to about 46.1 µM), for the others: at the top dose activity, negative = toxicity, most hits filed as cytotoxic;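 further: potency means the concentration at half of the fitted maximal effect; 0% = DMSO wells and -100% = cell-free medium wells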
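In this qHTS, HT-1080 cells depleted of IDH1 are exposed for 48 h at 37 °C to compound titrations. Toxicity is scored from CellTiter-Glo luminescence, with DMSO as full viability and medium alone as none.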
* hit, by the source's call; [ ] = another dose, or the depositor's remark. Unless noted, the call rests on the fitted dose curve; in most records, active means well fitted curve in the direction sought with a large enough effect; inconclusive means small, poorly fitted or top-dose-only effect, or another doubt; inactive means no such curve, though single readings can be large; an effect the other way counts as inactive or inconclusive. Outcome played no part in choosing rows; any-hit rate near 11%.

Screening COc1ccc(COCC(CC(C)C)N2CCN(C(=O)c3cccc(C(F)(F)F)c3)CCC2=O)cc1 (stereo not given) returned KB-V1 MDR tox 10%, KB-3-1 tox -21%, ATXN2 expr inh -19%, S2 tox inactive, HT1080-NT tox 1%, IL1B secr inh inconclusive, MCF10A rereplic 23%, SW480 rerep 17% and HT1080 IDH1KD tx -4%.
`C(=C\c1nc2ccccc2[nH]1)/c1ccccc1` gave KB-V1 MDR tox -25%, KB-3-1 tox 18µM*, ATXN2 expr inh inconclusive, S2 tox inactive, HT1080-NT tox 18µM*, IL1B secr inh -9, MCF10A rereplic 5.2µM*, SW480 rerep 15µM* and HT1080 IDH1KD tx 18µM*.
`CCc1ccccc1NS(=O)(=O)c1cccc2nsnc12` gave KB-V1 MDR tox -21%, KB-3-1 tox -8%, ATXN2 expr inh -11%, S2 tox inactive, HT1080-NT tox 8%, IL1B secr inh -22, MCF10A rereplic 6%, SW480 rerep -15% and HT1080 IDH1KD tx 1%.
CCCC(=O)Nc1cc2c3c(c1)C(C)C(=O)N3CCC2 (stereo not given) was read as KB-V1 MDR tox 6%, KB-3-1 tox -3%, S2 tox inactive, HT1080-NT tox 1%, IL1B secr inh 0, MCF10A rereplic -2%, SW480 rerep -6% and HT1080 IDH1KD tx -1%.
For CCOC(=O)c1c(NC(=O)c2ccccc2N(C)S(=O)(=O)c2ccccc2)sc2c1CCCC2 the results were KB-V1 MDR tox 5.8µM*, KB-3-1 tox 2.9µM*, ATXN2 expr inh -19%, S2 tox inactive, HT1080-NT tox inconclusive, IL1B secr inh -9, MCF10A rereplic inconclusive, SW480 rerep 5.2µM* and HT1080 IDH1KD tx 9.2µM*.
Screening Cc1ccc(-c2c[n+](CC(=O)Nc3cc(=O)n(C)c(=O)n3C)c3n2CCC3)cc1 returned KB-V1 MDR tox -5%, KB-3-1 tox inconclusive, ATXN2 expr inh 0%, S2 tox inactive, HT1080-NT tox -5%, IL1B secr inh 0, MCF10A rereplic -4%, SW480 rerep -11% and HT1080 IDH1KD tx -8%.
CCc1ccc(OCCNC(=O)c2cc(SC)ccc2Cl)cc1 was read as KB-V1 MDR tox -18%, KB-3-1 tox 0%, ATXN2 expr inh -1%, S2 tox inactive, HT1080-NT tox -6%, IL1B secr inh -10, MCF10A rereplic -4%, SW480 rerep 1% and HT1080 IDH1KD tx 0%.
Screening COc1ccc(NC(=O)CN2CCN(Cc3ccccc3Cl)S2(=O)=O)cc1Cl returned KB-V1 MDR tox inconclusive, KB-3-1 tox -15%, ATXN2 expr inh inconclusive and S2 tox inactive.
`CC(=O)c1cccc(NC(=O)c2ccc(N(C)S(C)(=O)=O)cc2)c1` gave KB-V1 MDR tox inconclusive, KB-3-1 tox inconclusive, ATXN2 expr inh 24%, S2 tox inactive, HT1080-NT tox -1%, IL1B secr inh 23, MCF10A rereplic -10%, SW480 rerep -2% and HT1080 IDH1KD tx -4%.
`OCCN(Cc1ccccc1)Cc1ccc(F)c(F)c1` gave KB-V1 MDR tox 14%, KB-3-1 tox 4%, ATXN2 expr inh -5%, S2 tox inactive, HT1080-NT tox 10%, IL1B secr inh -8, MCF10A rereplic 27%, SW480 rerep -5% and HT1080 IDH1KD tx -7%.
Screening CCCCC1=CC2=C(c3ccco3)C(=O)C(C)(OC(=O)c3ccc(OC)cc3)C(=O)C2=CN1C(CO)CO (stereo not given) returned KB-V1 MDR tox 1%, KB-3-1 tox -3%, ATXN2 expr inh 6%, S2 tox inactive, HT1080-NT tox 4%, IL1B secr inh -5, MCF10A rereplic -38%[inhibitor], SW480 rerep -17% and HT1080 IDH1KD tx 9%.
`Cc1ccc(SCCC(=O)Nc2nccs2)cc1` gave KB-V1 MDR tox 20%, KB-3-1 tox 1%, ATXN2 expr inh 2%, S2 tox inactive, HT1080-NT tox 0%, IL1B secr inh 6, MCF10A rereplic 4%, SW480 rerep -8% and HT1080 IDH1KD tx 7%.
Screening COC(=O)c1ccccc1NC(=O)c1ccccc1SC returned KB-V1 MDR tox -6%, KB-3-1 tox -11%, ATXN2 expr inh -5%, S2 tox inactive, HT1080-NT tox -8%, IL1B secr inh 41, MCF10A rereplic 1%, SW480 rerep 1% and HT1080 IDH1KD tx 0%.
For COc1ccc(OC(=O)c2cccc(S(=O)(=O)N3CC(C)OC(C)C3)c2)cc1 (stereo not given) the results were KB-V1 MDR tox 3%, KB-3-1 tox -1%, ATXN2 expr inh -1%, S2 tox inconclusive, HT1080-NT tox 2%, IL1B secr inh 4, MCF10A rereplic -4%, SW480 rerep 2% and HT1080 IDH1KD tx 10%.
Screening COc1ccccc1NC(=O)c1c(C)nc2ccccc2c1C(=O)O returned KB-V1 MDR tox 7%, KB-3-1 tox 7%, ATXN2 expr inh -2%, S2 tox inactive, HT1080-NT tox 26%, IL1B secr inh 16, MCF10A rereplic -11%, SW480 rerep -22% and HT1080 IDH1KD tx 18%.
`COc1cc(C(=O)Nc2nnc(C(F)(F)F)s2)c([N+](=O)[O-])cc1OC` gave KB-V1 MDR tox 15%, KB-3-1 tox 0%, S2 tox inactive, HT1080-NT tox 5%, IL1B secr inh 22, MCF10A rereplic -3%, SW480 rerep -94%[inhibitor] and HT1080 IDH1KD tx -1%.
O=C1c2ccccc2-c2cccc(C(=O)N3CCN(C(=O)c4ccccc4)CC3)c21 was read as KB-V1 MDR tox 6%, KB-3-1 tox 9%, ATXN2 expr inh -13%, S2 tox inactive, HT1080-NT tox 2%, IL1B secr inh -24, MCF10A rereplic -49%[inhibitor][9.22 µM], SW480 rerep -47%[inhibitor] and HT1080 IDH1KD tx 1%.
O=C(CCc1ccccc1)NNC(=O)C1CCCCC1 was read as KB-V1 MDR tox 3%, KB-3-1 tox -7%, ATXN2 expr inh 3%, S2 tox inactive, HT1080-NT tox 8%, IL1B secr inh 7, MCF10A rereplic 6%, SW480 rerep -14% and HT1080 IDH1KD tx 2%.
CN(C)c1ccc(CNC(=O)C2(C)Cc3c(-c4ccc(N(C)C)cc4)ccnc3O2)cc1 (stereo not given) was read as KB-V1 MDR tox -4%, KB-3-1 tox inconclusive, ATXN2 expr inh inconclusive, S2 tox inactive, HT1080-NT tox inconclusive, IL1B secr inh -19 and HT1080 IDH1KD tx inconclusive.
For O=C(NCc1cccc(C(F)(F)F)c1)c1ccc2nc([C@H]3C[C@H](O)[C@@H](CO)O3)[nH]c2c1 the results were KB-V1 MDR tox 3%, KB-3-1 tox 0%, ATXN2 expr inh 10%, S2 tox inactive, HT1080-NT tox 23%, IL1B secr inh 7 and HT1080 IDH1KD tx 9%.
For C[C@@H]1CN([C@@H](C)CO)C(=O)c2cc(C#Cc3ccccc3)cnc2O[C@@H]1CN(C)Cc1ccccn1 the results were KB-V1 MDR tox -17%, KB-3-1 tox -3%, ATXN2 expr inh -16%, S2 tox inconclusive, HT1080-NT tox -10%, IL1B secr inh -15 and HT1080 IDH1KD tx -17%.
Screening Cc1cc2c(n1-c1ccc(Cl)cc1)CC(C)(C)CC2=O returned KB-V1 MDR tox 13µM*, KB-3-1 tox 1%, ATXN2 expr inh -16%, S2 tox inactive, HT1080-NT tox 12%, IL1B secr inh 14, MCF10A rereplic -2%, SW480 rerep -6% and HT1080 IDH1KD tx -4%.
Screening N#C/C(=N\Nc1ccc(Cl)c(Cl)c1)C(=O)C1CC1 returned KB-V1 MDR tox inconclusive, KB-3-1 tox 16µM*, ATXN2 expr inh -19%, HT1080-NT tox inconclusive, IL1B secr inh inconclusive, MCF10A rereplic inconclusive, SW480 rerep 1% and HT1080 IDH1KD tx 2.9µM*.
`N#CCNC(=O)C1CC(=O)N(CCc2ccc(F)cc2)C1` (stereo not given) gave KB-V1 MDR tox -1%, KB-3-1 tox 1%, ATXN2 expr inh 11%, S2 tox inactive, HT1080-NT tox -1%, IL1B secr inh 0, MCF10A rereplic inconclusive, SW480 rerep 1% and HT1080 IDH1KD tx 6%.
For CCCCC[C@H](C)N1C[C@@H](COCc2ccccc2)Oc2cc(N3CC[C@H](N(C)C)C3)ccc2S1(=O)=O the results were KB-V1 MDR tox inconclusive, KB-3-1 tox -30%, ATXN2 expr inh inconclusive, S2 tox inconclusive, HT1080-NT tox inconclusive, IL1B secr inh -50* and HT1080 IDH1KD tx -25%.
`CCOC(=O)c1ccc(CNCc2ccc(C)cc2)cc1` gave KB-V1 MDR tox 1%, KB-3-1 tox 5%, ATXN2 expr inh 0%, S2 tox inactive, HT1080-NT tox 8%, IL1B secr inh 3, MCF10A rereplic 1%, SW480 rerep 2% and HT1080 IDH1KD tx 12%.
For O=C(N/N=C\c1ccc(Cl)s1)c1ccc(Cn2cccn2)o1 the results were KB-V1 MDR tox -21%, KB-3-1 tox inconclusive, ATXN2 expr inh -10%, S2 tox inactive, HT1080-NT tox 21%, IL1B secr inh -16, MCF10A rereplic 2%, SW480 rerep 0% and HT1080 IDH1KD tx 3%.
